Rpn11 block: Rpn11 (PSMD14) deubiquitinase inhibitors, primary screen, biochemical, fluorescence polarization, uHTS. 26S proteasome non-ATPase regulatory subunit 14 (Homo sapiens), O00487. human 26S proteasome, Ub4-pepOG fluorescence polarization; 20S core pre-blocked with epoxomicin. hit rate 0.59% among 360,000. AID 588493, 2011. calls only at 20 µM;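 active = inhibition at 20 µM, scaled to each plate's controls, above about 33%, limit read from the data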
FAS-TE inh: FAS thioesterase domain inhibitors, primary screen, biochemical, fluorescence intensity, uHTS. hit rate 0.67% among 360,000. Fatty acid synthase (Homo sapiens), P49327. recombinant FAS-TE, OMFH fluorogenic substrate, fluorescence endpoint. AID 602261, 2012. inhibition, % at 15 µM;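 active = compounds whose normalised, plate-corrected inhibition of enzyme fluorescence in the single-dose primary screen is 50% or more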;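 note: 0% = DMSO with enzyme and 100% = substrate without enzyme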
CSN inh: inhibitors of CSN-mediated cullin deneddylation, primary screen, biochemical, fluorescence polarization, uHTS; COP9 signalosome complex subunit 5 (Homo sapiens), Q92905; hit rate 0.38% among 360,000; Purified CSN, SCF-Nedd8-OG deneddylation; inhibition, % at 12.5 µM;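 active = pattern-corrected inhibition above about 35%, with an unprinted fluorescence ratio check between 0.5 and 1.5, limit read from the data, passing the limit was not always enough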;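 note: 0% = enzyme with substrate and 100% = substrate without enzyme; some results filed as inactive read as strong as hits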
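Material: purified human Csn5 enzyme expressed in HEK293T cells / Medium: Tris buffer pH 7.5, NaCl, DTT, Tween-20, trehalose, ovalbumin / Compound dosing: 12.5 µM single point / Schedule: 90 min incubation of compound, enzyme and substrate at room temperature / Signal: fluorescence polarization of the substrate / Control set: no-enzyme wells high, enzyme-with-substrate wells low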
Rin1 Abl inh: inhibitors of Rin1-Abl protein binding, primary screen, biochemical, TR-FRET | Tyrosine-protein kinase ABL1 (Homo sapiens) + Ras and Rab interactor 1 (Homo sapiens), … | inhibition, % at 7.35 µM | hit rate 0.4% among 360,000; in the data active = inhibition above about 5%, passing the limit was not always enough
PABP1 MLLE inh: inhibitors of PABP1 MLLE–PAM2 peptide binding, primary screen, biochemical, fluorescence polarization, FITC-PAM2, GST-MLLE | Polyadenylate-binding protein 1 (Homo sapiens), P11940 | inhibition, % at 20 µM | hit rate 0.36% among 360,000 | AID 588489, 2011; in the data active = inhibition above about 35%, passing the limit was not always enough;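 note: plate controls were DMSO wells with GST-MLLE for no effect and wells lacking GST-MLLE protein for full effect; some results filed as inactive read as strong as hits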
E coli Lon inh: inhibitors of E. coli Lon protease, primary screen, biochemical, fluorescence polarization; hit rate 0.42% among 360,000; P0A9M0; purified E. coli Lon protease; inhibition, % at 7.94 µM; AID 602123, 2011; in the data active = inhibition above about 13%, passing the limit was not always enough;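 note: 0% = enzyme with probe and DMSO and 100% = no enzyme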
MT1-MMP act inh: blockers of MT1-MMP proenzyme processing, primary screen, HT1080 RFP-PRO-GFP cells, GFP/RFP fluorescence; hit rate 0.061% among 360,000; Matrix metalloproteinase-14 (Homo sapiens), P50281; GFP/RFP ratio change, % at 20 µM; GFP/RFP ratio fluorescence, overnight; percent of plate control window, DMSO zero; AID 651647, 2012;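 active = GFP/RFP ratio change of at least 30% with cell ATP level not reduced by more than half and red fluorescence within 50% of control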; note: strong numbers were not always called active
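Test system: HT1080 RFP-PRO-GFP cells; Benchmarks: DMSO and RFP-L50D-GFP cell wells; Timing: cells overnight before dosing, compound overnight, 37 °C, 5% CO2; Compound: one 20 µM compound dose with 1% DMSO; Read-out: GFP/RFP fluorescence ratio.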
bovine MsrA act: bovine MsrA enzyme activators, primary screen, biochemical, absorbance, HTS; Methionine sulfoxide reductase A (Bos taurus); purified bovine MsrA, absorbance read-out; activation, % at 10.6 µM; hit rate 0.3% among 360,000; AID 602163, 2012; in the data active = activation above about 7.5%;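 note: 0% = vehicle and 100% = reference activator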
MsrA inh: bovine MsrA enzyme inhibitors, primary screen, biochemical, absorbance, HTS. Methionine sulfoxide reductase A (Bos taurus). purified bovine MsrA, absorbance read-out. inhibition, % at 15.5 µM. hit rate 0.75% among 360,000. AID 651718, 2012; in the data active = inhibition above about 4.5%;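 note: 0% = vehicle wells with enzyme and 100% = reference inhibitor wells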
* hit, by the source's call; i = inactive; x = not tested or not shown; + = active, no number.

SMILES	Rpn11 block	FAS-TE inh	CSN inh	Rin1 Abl inh	PABP1 MLLE inh	E coli Lon inh	MT1-MMP act inh	bovine MsrA act	MsrA inh
Cn1nc([N+](=O)[O-])nc1Sc1nnc(-c2ccccc2)o1	i	-10	0	0	-22	-9	13	0	-0.5
COCc1cc(C)nc(Nc2ccccc2C)c1C#N	i	-2	5	0	-8	-10	19	-1	x
COc1ccc(N2CCN(C(=O)C(C)(C)Oc3ccc(Cl)cc3)CC2)cc1	i	21	-3	-1	3	-7	-4	-1	-1.0
CC1(C)CC(=O)c2cc(C(=O)NCc3ccco3)c(=O)n(-c3ccc(Cl)cc3)c2C1	i	6	-6	0	4	-9	4	-4	1.6
COc1ccc(Br)cc1C1Nc2ccccc2C(=O)N1NC(=O)c1ccncc1 (stereo not given)	i	-1	-4	0	7	-2	-13	-5	0.7
O=C(CSc1nc2ccsc2c(=O)n1Cc1ccc(C(=O)O)cc1)NCC1CCCO1 (stereo not given)	i	-4	-3	1	1	-1	4	-9	-1.4
COC(=O)c1sc(NC(=O)c2ccc(Cn3cc(Cl)cn3)o2)c(C#N)c1C	i	-8	2	-1	29	-5	20	-12	2.0
COC(=O)C1CC23C=CCN4CCC5(c6ccccc6NC15C2C)C43 (stereo not given)	i	-5	25	-4	-13	-19	-10	-1	1.2
C/C=C(\C)C(=O)Nc1cccc(C2=NOC3(C2)C[C@H](C(N)=O)N(C(=O)c2cc([N+](=O)[O-])cc([N+](=O)[O-])c2)C3)c1 (stereo not given in full)	i	14	-9	2	9	-15	1	1	-0.3
COc1cccc(CN(CCC(=O)O)Cc2cccc(OC)c2)c1	i	0	2	-1	-3	-4	1	-6	-0.4
O=C1CN(S(=O)(=O)c2ccccc2)CC(=O)N1CCc1ccccc1	i	4	0	1	-7	2	-2	-1	0.5
COc1ccc(C2=NN(C(C)=O)C(c3cccs3)C2)cc1OC (stereo not given)	i	-3	1	-2	11	5	-2	-4	0.6
COc1ccc(/C=N/N(CCC(=O)NC(C)(C)C)C2=NS(=O)(=O)c3ccccc32)cc1	i	7	4	2	20	4	2	-1	0.2
CC(C)N1CCN(Cc2cccc(-c3ccco3)c2)CC1CCO (stereo not given)	i	-7	-3	1	-7	-5	2	1	0.3
CC(=O)N(Cc1cc2cc(C)ccc2[nH]c1=O)c1cccc(C)c1C	i	-5	1	-2	16	0	1	-4	2.1

Whole records, quoted from the list.
CC(=O)N(Cc1cc2cc(C)ccc2[nH]c1=O)c1cccc(C)c1C is entered as Rpn11 block = i; FAS-TE inh = -5; CSN inh = 1; Rin1 Abl inh = -2; PABP1 MLLE inh = 16; E coli Lon inh = 0; MT1-MMP act inh = 1; bovine MsrA act = -4; MsrA inh = 2.1
COC(=O)c1sc(NC(=O)c2ccc(Cn3cc(Cl)cn3)o2)c(C#N)c1C is entered as Rpn11 block = i; FAS-TE inh = -8; CSN inh = 2; Rin1 Abl inh = -1; PABP1 MLLE inh = 29; E coli Lon inh = -5; MT1-MMP act inh = 20; bovine MsrA act = -12; MsrA inh = 2.0
COc1ccc(Br)cc1C1Nc2ccccc2C(=O)N1NC(=O)c1ccncc1 (stereo not given) is entered as Rpn11 block = i; FAS-TE inh = -1; CSN inh = -4; Rin1 Abl inh = 0; PABP1 MLLE inh = 7; E coli Lon inh = -2; MT1-MMP act inh = -13; bovine MsrA act = -5; MsrA inh = 0.7

The list goes on.
SMILES	Rpn11 block	FAS-TE inh	CSN inh	Rin1 Abl inh	PABP1 MLLE inh	E coli Lon inh	MT1-MMP act inh	bovine MsrA act	MsrA inh
N#CC1=C(C=Nc2ccccc2O)CCC1	i	-1	2	-2	-1	-11	-5	-1	-0.7
C/C(=N\NC(=S)NCc1ccccc1)c1ccc(Br)cc1	i	35	-1	-7	19	-5	1	-2	1.6
CC(C)(C)NC(=O)c1nn2c(C(F)(F)F)cc(-c3ccccc3)nc2c1Br	i	5	-5	-1	3	-4	4	-2	-0.5
CCOC(=O)C1=C(Nc2cccc(Cl)c2)OCC1=O	i	-1	-3	-1	6	-5	1	-2	1.0
O=C(CN1CCN(c2ccccn2)CC1)NC1CCCC1	+	-6	-5	-1	-20	3	1	0	-0.4
FC(F)(F)c1cccc(-c2cc3nc(NCCCn4ccnc4)ccn3n2)c1	i	-20	-3	-4	-5	2	-4	-1	1.3
O=C(NNC(=S)Nc1ccccc1Cl)c1ccccc1	i	-3	1	4	28	-4	3	-2	0.1
NC(=O)C1CCN(C(c2ccccc2)c2nnnn2C2CCCC2)CC1 (stereo not given)	i	-2	1	2	-12	4	-2	-10	-0.6
Cc1ccccc1N1C(=O)C2C3CCC(O3)C2C1=O (stereo not given)	i	-1	1	2	-2	-2	-3	-5	-0.9
O=C(O)c1ccc(N/N=C/c2ccncc2)cc1	i	-2	2	0	-6	-3	1	-6	5.7*
CN(C)c1ccc2c(c1[N+](=O)[O-])Cc1ccccc1-2	i	19	-2	-3	-5	-8	3	0	-0.2
CC1=C(C(=O)N(C)C)C(c2cccs2)NC(=O)N1 (stereo not given)	i	-3	3	1	-11	8	-4	1	0.9
O=C(COC(=O)c1ccc(NS(=O)(=O)c2cccs2)cc1)NCc1ccco1	i	-1	35	-4	-6	-1	-9	-3	x
COC(=O)C1=C(C)NC(=O)CC1c1cccc(OC)c1OC (stereo not given)	i	-3	-8	1	-1	2	9	-2	x
O=C(NCc1ccccn1)Nc1cccc([N+](=O)[O-])c1	i	7	-4	-1	-2	1	2	-2	0.1
COC(=O)CCCNC(=O)c1ccc2[nH]c(C)c(C)c2c1	i	-2	-11	3	-4	-11	0	-15	-0.3
CCN(CC)S(=O)(=O)c1cc(C(=O)N2CCc3ccccc32)ccc1Cl	i	7	2	1	-1	-1	-5	0	0.6
CC(=O)N1c2ccc(S(=O)(=O)NCCC(=O)Nc3ccccc3C)cc2CC1C (stereo not given)	i	-6	4	1	9	-4	1	-10	0.8
NC(=O)NCCCC(NC(=O)c1ccc(C#CC2(O)CCCCC2)cc1)C(=O)O (stereo not given)	i	-4	-13	-1	16	8	1	-4	2.3
CC1CCCCN1C(=O)c1cccc(NC(=O)c2ccccc2)c1 (stereo not given)	i	5	-1	1	5	4	-1	-5	0.7
CCCCC(=O)N1CCN(c2ccc(OC)cc2[N+](=O)[O-])CC1	i	-8	-2	-3	-2	4	3	-4	-0.1
O=C(CSc1nc2[nH]ncc2c(=O)[nH]1)Nc1cccc([N+](=O)[O-])c1	i	-7	-5	0	5	1	-2	-2	-0.5
O=C(Nc1ccc2c(c1)OCCO2)c1cccnc1Oc1ccccc1	i	3	0	-1	-18	-5	2	-1	-0.3
CCOC(=O)C1=C(C)NC(C)=C(C(=O)OCC)C1C(=O)OCC(=O)NCc1ccco1	i	-2	-9	-2	1	5	-3	-2	1.3
Fc1cccc(NC(=S)NCCc2ccccc2)c1	i	2	3	2	-5	-3	5	-8	0.1
CCOC(=O)c1ccc(-n2c(CN3CCN(CCO)CC3)nc3ccc([N+](=O)[O-])cc3c2=O)cc1	i	7	6	-1	-7	-1	4	-1	1.2
COc1cccc(/C=N/NC(=O)CNC(=O)COc2cccc(C)c2)c1O	i	-1	-4	-3	12	-2	1	-3	0.4
CCN(CC)c1ncnc2c1ncn2[C@H]1CN(Cc2ccco2)C[C@@H](CO)O1	i	-3	3	-2	-3	-4	-1	3	-2.0
O=C(Nc1cccc(Cl)c1Cl)C1CC(=O)N(c2ccc(Br)cc2)C1 (stereo not given)	i	0	5	2	-8	-6	0	0	-1.0
Cc1ccc(NC(=O)COC(=O)CCc2ccccc2)cc1S(=O)(=O)N1CCOCC1	i	7	0	7	-3	4	6	-6	1.1
O=C(N[C@@H]1CCC(=O)N(CC[C@H](Oc2ccccc2)c2ccccc2)CC1)OCc1ccccc1	i	16	-5	4	-6	-10	4	-1	-1.2
COc1cc2c3c(c1OC)C1(C=CC(=NO)C=C1)CC3N(C(C)=O)CC2 (stereo not given)	i	-4	3	-4	7	-4	10	-4	1.6
COc1cccc(C(=O)Nc2nnc(-c3cccs3)s2)c1	i	-9	0	1	5	-1	0	-1	-0.3
Cc1cccc(N2CCN(C(=O)CCC(=O)N3Cc4ccccc4Oc4ncccc43)CC2)c1C	i	14	0	0	4	0	-4	3	-0.8
C[C@H](NC(=O)c1cc2c([nH]c3ccccc32)c(-c2ccccc2)n1)C(=O)O	i	-2	4	4	15	1	6	-2	1.7
Cn1cccc1C(=O)OCC(=O)NNC(=O)c1ccc([N+](=O)[O-])cc1	i	5	2	0	3	3	11	-7	-0.3
O=C(NC(=S)Nc1ccccc1N1CCN(C(=O)c2ccccc2)CC1)c1ccccc1F	i	31	2	0	34	-1	-9	-2	2.8
c1ccc2c(c1)nc(-c1ccncc1)n1nnnc21	i	-8	0	-6	-12	0	-3	-7	13*
O=C(CN1CCN(c2ccccn2)CC1)Nc1ccc(Cl)c(C(F)(F)F)c1	i	28	0	-2	5	5	-1	-4	-0.2
O=c1cc(CN2CCN(c3ccccc3O)CC2)nc2sccn12	i	1	-2	-5	1	13	0	0	1.1
COc1ccccc1C1/C(=C(/O)c2ccc(C)cc2)C(=O)C(=O)N1CCN1CCOCC1 (stereo not given)	i	-10	-7	3	7	-13	1	-1	-0.4
COc1cccc(NC(=O)Cc2cccs2)c1	i	-7	0	1	5	-4	-3	-1	-0.6
Cc1cccc(CN2CCN(C3CN(C4CCCCC4)S(=O)(=O)C3)CC2)c1 (stereo not given)	i	-1	1	4	19	-12	5	-13	0.3
CCOC(=O)c1c(N)n(-c2ccc(N)cc2)c2nc3ccccc3nc12	i	-11	-6	-3	-11	4	1	-14	2.3
CC1CCN(CCNC(=O)C2CCCN(S(=O)(=O)c3cccc4nonc34)C2)CC1 (stereo not given)	i	-6	6	-3	-14	-2	-1	-5	-0.1
CC(=O)N1CCC(=NNC(=O)CSc2cc(C)c(Br)cc2C)CC1	i	-3	-5	-3	8	4	-2	0	-0.5
COc1ccc(CNC(=O)CCC(=O)Nc2nnc(C(F)(F)F)s2)cc1	i	-4	3	3	9	-3	-3	-4	1.0
Cc1ccccc1C(=O)N1CCC(C(=O)Nc2nccs2)CC1	i	-6	-2	0	6	-4	-2	-3	1.0
CC(=O)CSc1nnc2cc(C)c3ccccc3n12	i	-9	-1	-3	-56	-6	-3	-1	-0.2
CCNc1nc(NCC)nc(N/N=C/c2ccc([N+](=O)[O-])o2)n1	i	0	-1	1	-9	-14	-8	-2	0.9
CCCCNC(=O)COC(=O)c1c2c(nc3ccccc13)/C(=C\c1cccs1)CC2	i	9	8	5	-9	-58	-8	-2	0.9
Cc1ccc(CSc2nnc(-c3cccs3)n2C)cc1	i	8	6	0	-12	-8	5	7	-0.9

Source: PubChem BioAssay
